MmCpn inh = Inhibitors of TCP-1 ring complex (TRiC) of Methanococcus maripaludis (MmCpn): qHTS | Potency, µM (series often up to 76.9 µM), for inactives: at the highest dose activity, negative = inhibition, usual class: inhibitors | purified Mm-Cpn ATPase, ADP Transcreener TR-FRET | 0.031% of 330,000 active | AID 504842, 2011; further: potency means the concentration at half of the fitted maximal effect; on the % scale 0 is the no-effect control and ±100 the full control effect; nearly all actives have a fitted effect of over 80% in size
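ATPase turnover read by TR-FRET ADP competition (Eu cryptate antibody/ADP-d2, 665/590 nm): 10uM ATP final, 25nM Mm-CPN final, 30 min 37degC after 10-min compound preincubation, pH 7.4 Tris/KCl/MgCl2/DTT buffer.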
PI5P4Ka inh = qHTS for Inhibitors of phosphatidylinositol 5-phosphate 4-kinase (PI5P4K); 1.2% of 330,000 active; max response, %; PI5P4Kalpha enzyme, ADP-Glo luminescence, 60 min; hits give low values; Phosphatidylinositol 5-phosphate 4-kinase type-2 alpha (Homo sapiens), P48426; active means max response of -50% or lower; inconclusive means between -30% and -50%; inactive means -30% or higher; further: value at the top dose of about 77 µM; on the % scale 0 is the no-effect control and ±100 the full control effect
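Single end-point luminescence (ADP-Glo) quantified ADP from PI5P4Kalpha turnover; ATP 5 microM final, 1 h at RT, 0.1% CHAPS and 0.28 mM EGTA in HEPES pH 7.4.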
EPAC1 ag = qHTS for Agonist of cAMP-regulated guanine nucleotide exchange factor 3 (EPAC1): primary screen; EPAC1 agonist qHTS, biochemical assay; response scale: 100% = response to 6.5 mM cAMP; Potency, µM (doses to about 154 µM), inactives show top-dose activation, most hits filed as activators; 0.073% of 360,000 active; Rap guanine nucleotide exchange factor 3 (Homo sapiens), O95398; further: potency means the concentration at half of the fitted maximal effect; nearly all actives have a fitted effect of over 60% in size
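Fluorescent GDP-exchange assay: 100 nM EPAC1 with 250 nM Rap1B preloaded with BODIPY-GDP and 50 uM GDP; compounds tested as concentration series, 5 min at room temperature, then read every 5 min for 30 min (ex 480/em 540 nm); normalized to 6.5 mM cAMP.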
EPAC2 antag = qHTS for Antagonist of cAMP-regulated guanine nucleotide exchange factor 2 (EPAC2): primary screen; EPAC2 GEF exchange of Rap1B-BODIPY-GDP, fluorescence; Potency, µM (doses to about 114 µM), for inactives: at the highest dose activity, negative = inhibition, usual class: inhibitors; 0.18% of 360,000 active; further: potency means the concentration at half of the fitted maximal effect; on the % scale 0 is the no-effect control and ±100 the full control effect; nearly all actives have a fitted effect of over 45% in size; many of its hits are not listed in these tables
WRN inhibitor = qHTS for Inhibitors of WRN Helicase. Bifunctional 3'-5' exonuclease/ATP-dependent helicase WRN (Homo sapiens), Q14191. WRN helicase unwinding, fluorescent forked duplex, kinetic. Potency, µM (series often up to 114 µM), without a hit: at the top dose activity change, negative = inhibition, usual class: inhibitors. 0.46% of 360,000 active; further: potency means the concentration at half of the fitted maximal effect; on the % scale 0 is the no-effect control and ±100 the full control effect; nearly all actives have a fitted effect of over 55% in size
Target sequence (Q14191 whole entry, looked up): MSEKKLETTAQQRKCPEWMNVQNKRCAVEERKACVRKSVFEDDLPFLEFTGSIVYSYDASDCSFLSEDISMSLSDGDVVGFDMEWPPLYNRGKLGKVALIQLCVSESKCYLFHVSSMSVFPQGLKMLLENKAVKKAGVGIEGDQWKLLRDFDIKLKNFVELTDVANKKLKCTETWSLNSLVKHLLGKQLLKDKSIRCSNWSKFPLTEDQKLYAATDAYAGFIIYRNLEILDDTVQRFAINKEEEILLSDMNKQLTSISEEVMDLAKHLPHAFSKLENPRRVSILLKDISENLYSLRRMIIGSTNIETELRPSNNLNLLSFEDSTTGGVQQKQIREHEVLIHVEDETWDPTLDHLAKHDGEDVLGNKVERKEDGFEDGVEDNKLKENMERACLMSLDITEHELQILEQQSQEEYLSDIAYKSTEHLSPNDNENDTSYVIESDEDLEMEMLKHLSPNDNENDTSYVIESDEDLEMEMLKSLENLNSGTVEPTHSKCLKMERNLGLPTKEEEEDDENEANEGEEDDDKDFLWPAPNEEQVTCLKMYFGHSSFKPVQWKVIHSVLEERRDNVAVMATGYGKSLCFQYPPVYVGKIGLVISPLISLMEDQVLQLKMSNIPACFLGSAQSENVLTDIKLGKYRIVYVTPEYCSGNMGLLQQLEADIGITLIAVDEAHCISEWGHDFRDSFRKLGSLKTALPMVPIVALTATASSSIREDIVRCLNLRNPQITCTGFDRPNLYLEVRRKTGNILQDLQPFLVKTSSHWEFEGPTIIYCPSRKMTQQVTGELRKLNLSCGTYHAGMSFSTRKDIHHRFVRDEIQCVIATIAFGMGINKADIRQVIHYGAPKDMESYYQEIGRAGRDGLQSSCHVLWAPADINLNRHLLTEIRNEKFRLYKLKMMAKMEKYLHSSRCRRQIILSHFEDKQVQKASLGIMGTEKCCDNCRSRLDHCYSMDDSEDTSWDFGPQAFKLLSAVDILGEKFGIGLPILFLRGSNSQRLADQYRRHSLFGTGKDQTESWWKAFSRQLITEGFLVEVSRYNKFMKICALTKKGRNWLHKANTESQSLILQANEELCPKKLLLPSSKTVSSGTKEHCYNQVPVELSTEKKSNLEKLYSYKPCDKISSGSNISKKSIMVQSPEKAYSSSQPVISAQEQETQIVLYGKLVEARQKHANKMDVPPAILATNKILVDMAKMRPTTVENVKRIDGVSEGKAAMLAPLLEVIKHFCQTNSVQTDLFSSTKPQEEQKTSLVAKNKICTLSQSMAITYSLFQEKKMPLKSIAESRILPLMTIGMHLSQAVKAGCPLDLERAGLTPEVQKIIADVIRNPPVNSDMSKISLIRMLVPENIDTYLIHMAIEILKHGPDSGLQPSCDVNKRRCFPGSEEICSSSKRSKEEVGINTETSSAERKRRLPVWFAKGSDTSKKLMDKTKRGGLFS
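WRN at 20 nM final preincubated with compound 15 min at room temperature; reaction started with 100 nM fluorophore/quencher forked duplex oligonucleotide and 2 mM ATP final. Unwinding followed kinetically by red fluorescence (ex 525, em 598 nm).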
CCT chaperon mod = High-Throughput Screening for Modulators of Cytosolic Chaperonin Activity; purified chaperonin ATPase assay, HTRF ADP detection, 30 min; activity change, % (concentration not given with the values), hits read low; 0.3% of 360,000 active; in the data active means activity change below about -30%; further: on the % scale 0 is the no-effect control and ±100 the full control effect
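ATPase activity: ADP formed was measured by HTRF Transcreener (665/615 nm ratio) after 30 min at 37 deg C with 10 uM ATP. Compounds screened at one 76 uM concentration against 40 or 20 nM TRiC in Tris pH 7.4/KCl/MgCl2/DTT buffer.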
EPAC1 antag = qHTS for Antagonist of cAMP-regulated guanine nucleotide exchange factor 3 (EPAC1): primary screen. Rap guanine nucleotide exchange factor 3 (Homo sapiens), O95398. 0.14% of 360,000 active. EPAC1 GEF assay, Rap1b-BODIPY-GDP exchange fluorescence. Potency, µM (top dose mostly 115 µM), inactives show top-dose activity change, negative = inhibition, most hits filed as inhibitors. AID 720709, 2013;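 further: potency means the concentration at half of the fitted maximal effect; plate controls were vehicle for no effect and positive control for full effect; nearly all actives have a fitted effect of over 50% in size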
PLK1 PBD block = qHTS for Inhibitors of PLK1-PDB (polo-like kinase 1 - polo-box domain): Primary Screen; 2.8% of 360,000 active; AID 720504, 2013; Potency, µM, inactives show max response, negative = inhibition, actives largely listed as inhibitors; Serine/threonine-protein kinase PLK1 (Homo sapiens), P53350; Plk1 PBD binding of FITC phosphopeptide, fluorescence polarization; further: potency means the concentration at half of the fitted maximal effect; series mostly up to about 57 µM; on the % scale 0 is the no-effect control and ±100 the full control effect; nearly all actives have a fitted effect of over 65% in size
Active calls of the source: *; [ ] = another dose, or the depositor's remark. Unless noted, the call rests on the fitted dose curve; in most records, active means well fitted curve in the direction sought with a large enough effect; inconclusive means small, poorly fitted or top-dose-only effect, or another doubt; inactive means no such curve, though single readings can be large; an effect the other way counts as inactive or inconclusive. Only part of the results is shown; rates above refer to the full screens.

How did COC(=O)CN(C)C(=O)c1cccc(OC2CCN(S(=O)(=O)N(C)C)CC2)c1 do in these assays?
MmCpn inh: 1%; PI5P4Ka inh: 1; EPAC1 ag: 3%; EPAC2 antag: 18%; WRN inhibitor: -3%; CCT chaperon mod: 0.5; EPAC1 antag: 7%; PLK1 PBD block: 5%

What do the screens show for `NC(=O)CC(NC(=O)Cc1ccc(Br)cc1)c1ccc(NCc2ccccn2)c([N+](=O)[O-])c1` (configuration not stated)?
MmCpn inh: 0%; PI5P4Ka inh: 0; EPAC1 ag: -18%; EPAC2 antag: -2%; WRN inhibitor: 4%; CCT chaperon mod: -3.0; EPAC1 antag: 15%; PLK1 PBD block: -14%

What do the screens show for `CNC(=O)C(=O)NCC(c1cccs1)S(=O)(=O)c1ccc(C)cc1` (configuration not stated)?
MmCpn inh: 1%; PI5P4Ka inh: 2; EPAC1 ag: 1%; EPAC2 antag: 7%; WRN inhibitor: 8%; CCT chaperon mod: -1.0; EPAC1 antag: -7%; PLK1 PBD block: -15%

Results for COc1ccc(C(=O)C2CCCN(C3Cc4ccccc4C3)C2)cc1OC (configuration not stated) ?
MmCpn inh: 2%; PI5P4Ka inh: -8; EPAC1 ag: 4%; EPAC2 antag: -4%; WRN inhibitor: -2%; CCT chaperon mod: -4.8; EPAC1 antag: 25%; PLK1 PBD block: -13%

What do the screens show for `CN(Cc1ccccc1)C(=O)COC(=O)c1ccc[nH]c1=O`?
MmCpn inh: 0%; PI5P4Ka inh: 7; EPAC1 ag: 4%; EPAC2 antag: -15%; WRN inhibitor: -18%; CCT chaperon mod: 1.5; EPAC1 antag: -20%; PLK1 PBD block: -5%

Results for CCOC(=O)c1cc(-c2ccccc2)n(CC(=O)NC(C)(C)C)c1C ?
MmCpn inh: 2%; PI5P4Ka inh: 2; EPAC1 ag: 4%; EPAC2 antag: -3%; WRN inhibitor: -3%; CCT chaperon mod: -1.3; EPAC1 antag: -17%; PLK1 PBD block: -8%

What do the screens show for `Cc1ccc(OCCn2c(SCCO)nc3c(N)ncnc32)cc1`?
MmCpn inh: 0%; PI5P4Ka inh: 0; EPAC1 ag: -9%; EPAC2 antag: -3%; WRN inhibitor: -3%[57.1 µM]; CCT chaperon mod: 1.7; EPAC1 antag: 20%; PLK1 PBD block: -2%

Results for O=C(Nc1ccc(Oc2ccccc2)cc1)c1ccco1 ?
PI5P4Ka inh: 1; EPAC1 ag: 6%; EPAC2 antag: -6%; WRN inhibitor: -8%; CCT chaperon mod: 3.1; EPAC1 antag: 2%; PLK1 PBD block: -4%

Results for COc1ccc(S(=O)(=O)N2CCN(c3ccccc3)CC2)cc1 ?
MmCpn inh: -3%; PI5P4Ka inh: -1; EPAC1 ag: 26%; EPAC2 antag: -9%; WRN inhibitor: -6%; CCT chaperon mod: -3.2; EPAC1 antag: -19%; PLK1 PBD block: -11%

Results for O=C(O)COc1ccccc1/C=N/NC(=O)CSc1nc2ccccc2n1Cc1ccccc1 ?
MmCpn inh: 1%; PI5P4Ka inh: -5; EPAC1 ag: -6%; EPAC2 antag: -4%; WRN inhibitor: -18%; CCT chaperon mod: 0.2; EPAC1 antag: -2%; PLK1 PBD block: -8%

How did COc1ccc(S(=O)(=O)N2CCC(C(=O)NCc3ccco3)CC2)cc1 do in these assays?
MmCpn inh: 0%; PI5P4Ka inh: 0; EPAC1 ag: 1%; EPAC2 antag: 5%; WRN inhibitor: -6%; CCT chaperon mod: -0.9; EPAC1 antag: 7%; PLK1 PBD block: -5%

Results for Cc1ccc(C(=O)NCCSCc2ccccc2)cc1[N+](=O)[O-] ?
MmCpn inh: 1%; PI5P4Ka inh: 0; EPAC1 ag: 2%; EPAC2 antag: 6%; WRN inhibitor: -7%; CCT chaperon mod: -0.1; EPAC1 antag: -10%; PLK1 PBD block: -3%

What do the screens show for `Cc1ccc(S(=O)(=O)N2C[C@H]3[C@H]4C(=O)N(c5ccccc5)C(=O)[C@H]4CC(=O)[C@H]3[C@@H]2c2ccc(Cl)cc2)cc1`?
PI5P4Ka inh: 6; EPAC1 ag: 0%; EPAC2 antag: 1%; WRN inhibitor: 2%; CCT chaperon mod: -3.7; EPAC1 antag: inconclusive; PLK1 PBD block: -13%

What do the screens show for `Cc1nn(-c2cccc(C(=O)O)c2)c(C)c1[N+](=O)[O-]`?
MmCpn inh: 0%; PI5P4Ka inh: 8; EPAC1 ag: 3%; EPAC2 antag: 3%; WRN inhibitor: -1%[57.1 µM]; CCT chaperon mod: -1.7; EPAC1 antag: -26%; PLK1 PBD block: -11%

How did O=C1c2cccc3cc([N+](=O)[O-])cc(c23)C(=O)N1CC1CCCO1 (configuration not stated) do in these assays?
MmCpn inh: 3%; PI5P4Ka inh: 1; EPAC1 ag: 6%; EPAC2 antag: -23%; WRN inhibitor: -4%; CCT chaperon mod: 2.0; EPAC1 antag: -3%; PLK1 PBD block: -5%

How did COC(=O)CNc1nc(-c2cccnc2)nc2ccccc12 do in these assays?
MmCpn inh: -2%; PI5P4Ka inh: -2; EPAC1 ag: 1%; EPAC2 antag: 1%; WRN inhibitor: -4%; CCT chaperon mod: -0.9; EPAC1 antag: 1%; PLK1 PBD block: -5%

Results for CC1CN=C(NC(=O)c2cccc([N+](=O)[O-])c2)S1 (configuration not stated) ?
MmCpn inh: -5%; PI5P4Ka inh: 1; EPAC1 ag: 10%; EPAC2 antag: 7%; WRN inhibitor: 4%; CCT chaperon mod: -3.3; EPAC1 antag: -11%; PLK1 PBD block: -8%

How did O=C(NCc1ccccc1)c1cccc2c(-c3cccnc3)coc12 do in these assays?
PI5P4Ka inh: -2; EPAC1 ag: 0%; EPAC2 antag: -17%; WRN inhibitor: -9%; CCT chaperon mod: 0.0; EPAC1 antag: -15%; PLK1 PBD block: 2%

What do the screens show for `COc1ccc(OCC(O)CN2C(=O)NC(C)(C)C2=O)cc1` (configuration not stated)?
MmCpn inh: 2%; PI5P4Ka inh: -1; EPAC1 ag: 5%; EPAC2 antag: -9%; WRN inhibitor: -13%; CCT chaperon mod: -1.3; EPAC1 antag: -6%; PLK1 PBD block: 1%

Results for CN(C)CCNC(=O)C(=O)c1c(-c2ccccc2)cc2ccccn12 ?
MmCpn inh: 0%; PI5P4Ka inh: 2; EPAC1 ag: 9%; EPAC2 antag: 30%[activator]; WRN inhibitor: -1%; CCT chaperon mod: -0.2; EPAC1 antag: 2%; PLK1 PBD block: -1%

What do the screens show for `COc1cc(CSc2nc(-c3ccccc3)cc(=O)[nH]2)cc(OC)c1`?
MmCpn inh: -4%; PI5P4Ka inh: 1; EPAC1 ag: -17%; EPAC2 antag: -2%; WRN inhibitor: -1%; CCT chaperon mod: -3.4; EPAC1 antag: -5%; PLK1 PBD block: -9%

Results for CCOC(=O)c1nc(C)n(-c2ccc(Cl)cc2)n1 ?
MmCpn inh: -2%; PI5P4Ka inh: 0; EPAC1 ag: 0%; EPAC2 antag: 5%; WRN inhibitor: 6%; CCT chaperon mod: -0.6; EPAC1 antag: -1%; PLK1 PBD block: -10%

What do the screens show for `COc1ccc(OC)c(N/C=C/C(=C(C#N)C#N)N(C)C)c1`?
MmCpn inh: 0%; PI5P4Ka inh: -7; EPAC1 ag: 4%; EPAC2 antag: -2%; WRN inhibitor: 2%; CCT chaperon mod: -1.8; EPAC1 antag: -6%; PLK1 PBD block: -1%

How did CCN(CC(=O)Nc1ccc(OC)cc1)C(=O)c1ccc(=O)n(Cc2ccccc2)n1 do in these assays?
MmCpn inh: 1%; PI5P4Ka inh: -10; EPAC1 ag: 13%; EPAC2 antag: -2%; WRN inhibitor: 8%; CCT chaperon mod: -1.0; EPAC1 antag: 7%; PLK1 PBD block: -2%

What do the screens show for `COC(=O)c1c(C)[nH]c(C(=O)OCc2ccc(F)cc2)c1C`?
MmCpn inh: 1%; PI5P4Ka inh: 14; EPAC1 ag: -12%; EPAC2 antag: 7%; WRN inhibitor: 12%; CCT chaperon mod: 1.0; EPAC1 antag: 9%; PLK1 PBD block: -4%

How did CSCCC(c1nnnn1Cc1ccccc1)N1CCN(C/C=C/c2ccccc2)CC1 (configuration not stated) do in these assays?
PI5P4Ka inh: -3; EPAC1 ag: 9%; EPAC2 antag: 3%; WRN inhibitor: 1%; CCT chaperon mod: 2.3; EPAC1 antag: 10%; PLK1 PBD block: -5%

Results for CC(OC(=O)c1cccs1)C(=O)NC1CCCCC1C (configuration not stated) ?
MmCpn inh: 1%; PI5P4Ka inh: 3; EPAC1 ag: 3%; EPAC2 antag: -8%; WRN inhibitor: 2%; CCT chaperon mod: 0.9; EPAC1 antag: -8%; PLK1 PBD block: -10%

High-throughput results (PubChem)
